# RAD52 inh = inhibitors of human RAD52 DNA annealing. recombinant RAD52 DNA annealing, FRET fluorescence. inhibition, % at 18.7 µM. 0.46% of 360,000 active. AID 651710;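 active means every replicate showing at least 50% inhibition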
# RAD54 inh = inhibitors of human RAD54 branch migration | Q92698 | RAD54 Holliday junction branch migration, FAM/BHQ fluorescence | inhibition, % at 10.4 µM | 0.14% of 360,000 active;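 active means mean normalized replicate activity at least 40 and at least half of replicates scoring 40 or more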;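 further: 0% = median of neutral control wells and 100% = median of positive control wells; inhibitors cause a drop in the FAM fluorescence signal; in these data hits start at about 50%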
# Target sequence (Q92698 whole entry, looked up): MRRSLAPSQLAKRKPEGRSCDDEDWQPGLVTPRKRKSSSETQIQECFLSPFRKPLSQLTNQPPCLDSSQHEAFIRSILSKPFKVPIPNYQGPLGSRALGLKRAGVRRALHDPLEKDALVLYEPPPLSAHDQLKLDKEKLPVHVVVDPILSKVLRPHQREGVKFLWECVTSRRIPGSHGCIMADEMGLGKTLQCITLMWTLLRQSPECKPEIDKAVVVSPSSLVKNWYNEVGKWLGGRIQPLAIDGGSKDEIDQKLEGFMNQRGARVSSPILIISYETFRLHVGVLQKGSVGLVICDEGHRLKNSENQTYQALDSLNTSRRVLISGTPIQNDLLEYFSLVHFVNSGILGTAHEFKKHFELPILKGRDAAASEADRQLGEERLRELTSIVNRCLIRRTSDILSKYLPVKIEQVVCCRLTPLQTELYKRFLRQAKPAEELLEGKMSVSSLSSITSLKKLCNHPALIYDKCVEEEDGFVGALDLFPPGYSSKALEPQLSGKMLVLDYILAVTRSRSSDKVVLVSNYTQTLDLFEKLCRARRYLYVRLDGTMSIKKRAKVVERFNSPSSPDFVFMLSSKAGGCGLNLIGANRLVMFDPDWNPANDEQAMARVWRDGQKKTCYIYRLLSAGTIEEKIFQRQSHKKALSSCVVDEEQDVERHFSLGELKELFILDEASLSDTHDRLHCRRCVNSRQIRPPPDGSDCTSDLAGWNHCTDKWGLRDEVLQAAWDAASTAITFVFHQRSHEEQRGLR
# E-selectin induc = induces E-selectin expression in human endothelial cells; P16581; HUVEC E-selectin immunofluorescence imaging; normalized: neutral wells 0, TNF-alpha wells 100; activation, % at 7.58 µM; 0.37% of 260,000 active;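 active means mean E-selectin-positive cell signal at least 10% of the positive control, reached in at least 60% of replicates, without over 20% cell loss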;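 further: in these data hits start at about 27%; measured in HUVEC primary endothelial cells; signal is the percent of cells scored E-selectin positive by PE staining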
#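 Material: HUVEC primary endothelial cells; Amount: 3,000 cells per well; Dosing: single concentration; Medium: EGM-2 growth medium on 0.1% gelatin-coated wells; Read-out basis: percent E-selectin-positive cells; Signal: immunofluorescence imaging; Control set: TNF-alpha, DMSO.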
# EWS-Fli block = blocks EWS/Fli oncoprotein-driven transcription. A673 NR0B1-luciferase reporter, viability-normalised. AID 651661. inhibition, % at 12.6 µM. 0.67% of 350,000 active;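 active means mean inhibition of at least 50% after viability correction, with every replicate also passing that limit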;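 further: firefly luciferase signal divided by Alamar Blue viability fluorescence both relative to DMSO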
# FN deposition inh = fibronectin deposition inhibition. 0.086% of 350,000 active. inhibition, % at 12.6 µM. AH1F fibroblasts, Alexa488-fibronectin deposition fluorescence, overnight. AID 743247;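 active means mean inhibition across replicates of 30% or more, regardless of how many single replicates reach that level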;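 further: positive control wells lacked labelled fibronectin entirely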
#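 Material: AH1F fibroblast monolayer depositing Alexa488-labelled fibronectin into matrix / Amount: 10000 AH1F cells per well / Signal: fluorescence 485/525 nm / Medium: DMEM, 2% serum / Compound: single dose, pinned / Incubation: 1 h cell adhesion before compound, then overnight fibronectin incubation / Reagent: Alexa488-FN, 24 nM final / Read-out: inhibition of fibronectin deposition signal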
# XiGFP reactiv = activators of X-chromosome reactivation in mouse fibroblasts; XiGFP mouse fibroblasts, % GFP-positive cells imaging, 3 d; cells co-treated with 5-aza-dC sensitizer; scaled so ellipticine positive control = 100%; activation, % at 7.58 µM; 0.055% of 360,000 active; AID 743238;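 active means mean normalized replicate activation at least 10% and every replicate at or above 10%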;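 further: 0% = median of on-plate neutral control wells and 100% = ellipticine 6 µM median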
#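 System: XiGFP fibroblasts, SV40-immortalized. Medium: DMEM plus 5-aza-dC sensitizer. Doses: single point. Timing: 3 d treatment, 15 min room-temperature fixation. Control set: ellipticine 6 µM.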
# S100A4 inh HTS = inhibitors of human S100A4 binding to myosin IIA peptide; P26447; S100A4/TAMRA-MyoIIA peptide fluorescence polarization; inhibition, % at 10.7 µM; 0.14% of 360,000 active;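 active means mean inhibition of at least 70% across replicates, with every replicate also reaching that level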
# Target sequence (P26447 whole entry, looked up): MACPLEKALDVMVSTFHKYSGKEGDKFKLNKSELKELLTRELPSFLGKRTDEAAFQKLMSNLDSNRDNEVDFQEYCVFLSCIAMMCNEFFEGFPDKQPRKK
#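 Material: human S100A4 monomer with TAMRA-labelled myosin IIA peptide; buffer or medium: HEPES pH 7.2 with CaCl2, KCl, NaCl, DTT, Triton; compound dosing: one concentration per compound; schedule: 5 min incubation before reading; benchmarks: neutral control DMSO, positive control TFP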
# esBAF inh = SWI/SNF esBAF complex inhibition; reporter increase, % at 12.5 µM; mouse ES cells, Bmi1-luciferase knock-in reporter, 24 h; 100% = twice the neutral-well signal; AID 602393; 2% of 350,000 active; in the data active means activation above about 40%;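 further: 0% = median of the plate's neutral control wells and 100% = double that signal; a rise in the Bmi1 reporter signal indicates esBAF inhibition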
# Active calls of the source: *; / = not tested or not shown; & = joins results of further samples.
SMILES,RAD52 inh,RAD54 inh,E-selectin induc,EWS-Fli block,FN deposition inh,XiGFP reactiv,S100A4 inh HTS,esBAF inh
Cc1ccc(C(CNC(=O)Nc2ccc(Cl)cc2)N2CCN(C)CC2)cc1 (stereo unspecified),6,1,/,1,2,0.1,-5,-4
COc1cc(OC)nc(NC(=O)NS(=O)(=O)c2ccccc2Cl)n1,0,8,0.3,0,-2,0.0,-3,-5
CCOc1ccc(C(=O)Nc2ccc3c(c2)OCCO3)cc1[N+](=O)[O-],1,/,/,-32,4,0.0,1,/
CCc1nnc(NC(=O)c2oc3ccc(Br)cc3c2C)s1,-25,/,-0.2,-55,-5,0.0,3,/
COC(=O)c1cn(-c2ccc(F)cc2)c(=O)c2ccccc12,-5,/,/,7,1,0.0,-9,/
C[C@@H]1CN([C@@H](C)CO)S(=O)(=O)c2ccc(-c3ccc(F)cc3)cc2O[C@@H]1CN(C)CC1CC1,20,2,-0.3,-6,/,-0.1,2,-2
CC(NC(=O)CC1CCCCC1)c1ccccc1 (stereo unspecified),-7,2,2.5,-1,-3,0.1,10,-5
O=C(NNC(=S)NC(=O)c1ccc(Br)cc1)c1ccc([N+](=O)[O-])cc1,-12,-1,0.1,17,-2,0.3,-2,-5
CN(C)C(=O)c1cccc(-c2ccc([C@@H]3[C@@H](C#N)N(C(=O)C4CCC4)[C@@H]3CO)cc2)c1,-6,-25,1.4,1,-15,-0.1,4,-1
O=C(Nc1ccnn1C1CCN(C/C=C/c2ccccc2)CC1)C1CCCC1,-20,-4,0.0,/,12,-0.1,-3,-2
COc1ccc(CNC(=O)C[C@H]2C[C@@H]3c4cc(NC(=O)C5CCC5)ccc4O[C@@H]3[C@H](CO)O2)cc1,0,4,-0.4,3,-4,0.1,39,-6
COc1cccc(NC(=O)CN2CCC(NC(=O)c3ccccc3C)CC2)c1,-4,-6,0.1,4,3,0.0,4,-2
C[C@H](CO)N1C[C@H](C)[C@H](CN(C)C(=O)C2CC2)OCc2cnnn2CCCC1=O,-5&2,3,0.0&0.1,-5&-1,-5&-10,0.1&0.1,4&-1,-1&-6
COc1ccc(-c2cc(Nc3ccccc3NC(=O)C(F)(F)F)n(CCC#N)n2)cc1,-27,-3,/,-2,5,-0.1,-3,/
Cc1cc(C)nc(N2CCC(C(=O)NNC(=O)Cc3ccccc3)CC2)n1,-14,9,-0.7,-72,0,0.0,0,2
COc1ccc(CCNC(=O)c2ccc(N3CCCC3=O)cc2)cc1OC,-11,/,/,-4,/,/,-1,3
COCCN(C(=O)COC(=O)COc1ccc(Cl)c(C)c1)c1c(N)n(Cc2ccccc2)c(=O)[nH]c1=O,1,-11,-0.6,/,6,-0.1,-2,/
O=C(O)CCC(=O)Nc1ccc(-c2csc(Nc3cccc4ccccc34)n2)cc1,-18,-15,/,-1,-14,0.0,-1,-1
CCOc1cc(S(=O)(=O)n2cnc(C)c2)ccc1Cl,-19,/,/,8,/,0.0,26,/
CC1CCCCC12NC(=O)N(CC(=O)OCc1ccc(Br)cc1)C2=O (stereo unspecified),6,3,2.2,4,-4,-0.1,-10,5
Cc1ccc(N=C2c3ccccc3C(=O)C2[N+](=O)[O-])cc1C (stereo unspecified),-3,/,6.6,5,-4,0.0,4,/
O=C(N/N=C/c1sc(N2CCOCC2)nc1-c1ccccc1)c1cccc(S(=O)(=O)N2CCOCC2)c1,-275,/,/,11,6,0.9,-9,6
O=C(Nc1ccc(C(=O)NCc2ccccc2)cc1)C1=CSCCO1,-15,-5,/,/,6,0.0,-4,37
CC1CCc2c(sc(/N=C/N(C)C)c2C#N)C1 (stereo unspecified),2,/,/,-106,5,0.0,8,/
CCOC(=O)C1(C)CCN1C(=O)c1ccco1 (stereo unspecified),-4,1,-0.2,1,-8,0.1,2,-1

# The final 2 entries of the part before open the next one:
SMILES,RAD52 inh,RAD54 inh,E-selectin induc,EWS-Fli block,FN deposition inh,XiGFP reactiv,S100A4 inh HTS,esBAF inh
CC1CCc2c(sc(/N=C/N(C)C)c2C#N)C1 (stereo unspecified),2,/,/,-106,5,0.0,8,/
CCOC(=O)C1(C)CCN1C(=O)c1ccco1 (stereo unspecified),-4,1,-0.2,1,-8,0.1,2,-1
Cc1c(C)c(C)c(CN2CCSCC2)c(C)c1C,-12,-14,/,5,0,0.2,-5,-3
COc1ccccc1NC(=O)CCc1nc2ccccc2s1,-8,/,-0.4,-14,1,0.1,-5,/
CC1=C(C(=O)N(C(C)C)C(C)C)CC(CC(=O)NCCCN(C)C)C(=O)N1CCCN1CCCC1=O (stereo unspecified),-3,2,0.0,-5,8,/,-2,-1
C/C(=N/NC(=O)C1COc2ccccc2O1)c1ccco1 (stereo unspecified),-2,/,5.6,3,-8,0.0,1,/
O=C(CCl)NC(=O)NC12CC3CC(CC(C3)C1)C2,-14,-3,1.7,12,-12,0.2,-7,/
COC(=O)C(CC(=O)c1ccccc1)CC(=O)c1ccccc1,10,5,-0.1,-19,6,0.0,-3,53*
O=C(c1ccccc1)C1CC=CCC1C(=O)c1ccccc1 (stereo unspecified),1,6,0.8,0,2,0.0,-2,5
CCCCNc1c(-c2ccc(SC(C)CC)c(OC)c2)nc2ccc(C)cn12 (stereo unspecified),-13,-3,-0.1,26,-5,0.2,1,-12
C[C@@H]1CCCCO[C@@H](CN(C)C(=O)c2ccccc2)[C@H](C)CN([C@H](C)CO)C(=O)c2cc(NC(=O)NC3CCCCC3)ccc2O1,7,-13,-0.2,-12,-8,0.0,1,6
Cc1cc(C(=O)NCCc2ccccc2)ccc1[N+](=O)[O-],-10,-4,/,-85,/,/,-2,25
COc1ccc(-n2ccnc2SCC(=O)NCc2ccc(F)cc2)c(OC)c1,-8,4,-0.2,0,-5,0.0,1,-10
CCC(C(=O)NC1CCCC1)N(C(=O)c1snc(C(N)=O)c1N)c1ccc2c(c1)OCCO2 (stereo unspecified),-16,-4,/,6,/,/,3,-14
COc1ccc(CCNC(=O)c2csc3c2CCCC3)cc1,-13,1,0.9,-15,-16,0.2,-1,/
CCCCn1c(=O)c(CCC(=O)OCC(=O)NC(=O)NCCOC)nc2ccccc21,-7,/,/,4,5,0.0,-15,/
COc1ccc2cc(Br)ccc2c1CC(=O)NCCCN1CCOCC1,-3,/,-0.1,-3,-14,0.2,10,/
O=C(N/C(=C\c1ccc(Br)cc1)C(=O)N1CCOCC1)c1ccc(Br)o1,-13,-5,0.0,-10,3,0.3,0,-7
O=C(Nc1ccc(F)cc1)N1[C@H](CO)[C@H]2c3ccccc3NC[C@H]21,-3,5,0.4,-2,4,0.0,-7,3
Cc1cccc(C)c1NC(=O)CNC(=O)COC(=O)c1ccc(Cl)s1,-5,-6,0.1,1,0,0.3,0,-1
COc1ccc(OC)c(NC(=O)C2CCN(S(=O)(=O)c3ccc4c(c3)CC(C)N4C(C)=O)CC2)c1 (stereo unspecified),10,5,/,8,6,0.0,-4,-3
CC1CN(CCC(=O)Nc2ccc3c(c2)CCC3)CC(C)O1 (stereo unspecified),-15,6,/,/,-2,/,9,2
COc1cc(C(=O)Nc2ccc(C(F)(F)F)cc2)ccc1OCC(=O)N1CCOCC1,-15,-3,/,-32,-1,0.2,-1,28
O=C(Nn1cnc2ccccc2c1=O)c1c(F)cccc1F,-10,2,-0.1,-3,1,0.0,0,-6
COCCCNC(=S)NNC(=S)Nc1ccc(OC)cc1,2,-6,/,8,-1,0.2,-2,-1
C[C@H]1CN([C@@H](C)CO)C(=O)c2cccc(NC(=O)NC3CCCCC3)c2O[C@H]1CN(C)Cc1ccc2c(c1)OCO2,4,5,0.0,16,-1,-1.2,-4,13
Cc1cccc(S(=O)(=O)N[C@@H]2CC[C@@H](CCn3cc(-c4ccccn4)nn3)O[C@@H]2CO)c1,2,-2,0.0,1,-12,0.0,2,1

# Next section:
SMILES,RAD52 inh,RAD54 inh,E-selectin induc,EWS-Fli block,FN deposition inh,XiGFP reactiv,S100A4 inh HTS,esBAF inh
Cc1cccc([C@@H]2[C@@H]3C(=O)N(Cc4ccccc4)C(=O)[C@@H]3[C@]3(Cc4ccc(Cl)cc4)C(=O)N(c4cccc(Cl)c4)C(=O)N23)c1,-40,-4,0.1,-21,-25,0.0,13,2
CCOC(=O)/C=C1\SCC(=O)N1CC(=O)NCc1ccc(OC)c(OC)c1,-19,/,-0.5,-3,-3,0.0,-2,-2
O=C(CCn1c(=O)sc2ccccc21)NCc1ccccc1,-4,-3,-0.3,-6,0,0.1,2,1
O=C(COC(=O)CNC(=O)c1ccccc1Cl)Nc1ccccc1Cl,0,3,-0.1,-5,-22,0.7,0,-7
Cc1ccccc1Nc1nc(N)nc(C)c1Br,-6,-4,-0.4,-3,/,0.1,0,/
COC(=O)c1scc(C#N)c1N/N=C(\C#N)S(=O)(=O)c1ccc(Cl)cc1,-9,6,-4.1,14,3,-0.1,1,-27
CN1OC[C@@H]2CN[C@H](c3cccc(-c4cc(Cl)cc(Cl)c4)c3)C[C@@H]21,-5,7,-0.1,2,0,0.2,-25,-3
Cc1ccc(Cl)cc1N1CCN(C(=O)CN(c2ccccc2)S(=O)(=O)N(C)C)CC1,-8,/,/,18,-9,0.2,5,/
COc1cccc(-c2ccc3c(c2)[C@@H]2[C@@H](CCN2C(=O)C2CC2)[C@@H](CO)N3)c1,-56,/,0.1,-2,-4,0.0,4,/
COc1cc2c(cc1OC)C(c1cccs1)N(C(=O)c1cccc(S(=O)(=O)N(C)C)c1)CC2 (stereo unspecified),-21,/,-1.1,16,-2,0.0,-2,/
CCCCNC(=O)c1ccccc1NC(=O)C1=C(C)OCCS1,-2,-6,0.1,15,0,0.0,-4,3
COc1cccc(C=Nc2ccc(C)c(F)c2)c1O,/,-1,0.0,/,-4,-0.1,/,/
C[C@H](CO)N1C[C@H](C)[C@@H](CN(C)C(=O)Nc2ccc3c(c2)OCO3)Oc2ccc(NS(=O)(=O)c3ccc(Cl)cc3)cc2C1=O,-5,7,-0.1,-4,/,-1.1,-2,0
CN1C(=O)c2cc(NC(=O)C3CCCCC3)ccc2OC[C@H]2O[C@H](CC(=O)NCCc3ccncc3)CC[C@@H]21,-2,1,-0.1,2,-11,-0.1,4,2
Nc1nc2c(ncn2[C@@H]2O[C@H](CNCc3ccccc3)[C@@H](O)[C@H]2O)c(=O)[nH]1,-4,-16,0.0,0,0,0.2,-1,8
C/C=C/c1cnc2c(c1)C(=O)N([C@H](C)CO)C[C@@H](C)[C@H](CN(C)C(=O)C1CCC1)O2,/,/,1.2,-1,2,0.0,/,/
CCC[C@@H](CNC)NC[C@H](Cc1ccccc1)NCCCCc1ccccc1,18,26,0.0,13,-1,0.0,-5,-25

# 3 entries from above, reformatted:
canonical_smiles | RAD52 inh | RAD54 inh | E-selectin induc | EWS-Fli block | FN deposition inh | XiGFP reactiv | S100A4 inh HTS | esBAF inh
C/C(=N/NC(=O)C1COc2ccccc2O1)c1ccco1 (stereo unspecified) | -2 | / | 5.6 | 3 | -8 | 0.0 | 1 | /
COC(=O)C(CC(=O)c1ccccc1)CC(=O)c1ccccc1 | 10 | 5 | -0.1 | -19 | 6 | 0.0 | -3 | 53*
CCCCn1c(=O)c(CCC(=O)OCC(=O)NC(=O)NCCOC)nc2ccccc21 | -7 | / | / | 4 | 5 | 0.0 | -15 | /

# Screening data: PubChem, Broad Institute
